HT1080-NT tox = kills 2HG-producing HT-1080-NT fibrosarcoma cells; 360,000 compounds, 1.6% hits; HT-1080-NT fibrosarcoma viability, CellTiter-Glo ATP luminescence, 48 h; Potency, µM (doses to about 46.1 µM), inactives show at the highest dose activity, negative = less viability, actives largely listed as cytotoxic;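 further: NT is the 2HG producing partner of a matched IDH1 knockdown line; potency means the concentration at half of the fitted maximal effect; 0% = DMSO-treated cells and -100% = media-only wells without cells; nearly all actives have a fitted effect of over 55% in size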
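HT-1080-NT; 750 cells/well; 5% FBS RPMI; 48 h compound, 37 degrees C; CellTiter-Glo luminescence; curve fitting and curve-class assignment.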
KB-V1 MDR tox = kills drug-selected multidrug resistant KB-V1 cells. KB-V1 MDR cells viability, CellTiter-Glo, 72 h. Potency, µM (top dose mostly 46.1 µM), for the others: top-dose activity change, negative = cytotoxicity, actives largely listed as cytotoxic. 400,000 compounds, 3.4% hits. AID 1347076; further: potency means the concentration at half of the fitted maximal effect; on the % scale 0 is the no-effect control and ±100 the full control effect; nearly all actives have a fitted effect of over 60% in size
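KB-V1 MDR subline cells in DMEM (phenol-red free, 10% FBS) exposed to compounds in qHTS concentration series for 72 h at 37 degrees C. Viability read by CellTiter-Glo luminescence; concentration-effect curves fitted after normalization and correction.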
S2 tox = cell viability loss in ATXN counter-screen | S2 cells (HEK-293 line with an ATXN2-luciferase reporter) viability, CellTiter-Fluor protease fluorescence, 24 h | Potency, µM (titrated, usually from 56.7 µM), hits mostly cytotoxic | 400,000 compounds, 0.49% hits | AID 651635; further: potency means the concentration at half of the fitted maximal effect; nearly all actives have a fitted effect of over 40% in size
HT1080 IDH1KD tx = toxicity to HT-1080 IDH1 knockdown cells (counter line). AID 686971. Potency, µM (series often up to 46.1 µM), without a hit: top-dose activity, negative = toxicity, most hits filed as cytotoxic. HT-1080 IDH1 knockdown viability, ATP luminescence, 48 h. 360,000 compounds, 2% hits;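 further: potency means the concentration at half of the fitted maximal effect; 0% = DMSO wells and -100% = cell-free medium wells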
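IDH1KD HT-1080 cells, 750/well, RPMI + 5% FBS; compound pinned after 2 h settling; 48 h, 37 °C; CellTiter-Glo luminescence; % activity normalised to DMSO and no-cell wells; curves fitted, classed by r2 and efficacy.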
SW480 rerep = inducers of DNA re-replication in SW480 colon cancer cells. SW480 DNA re-replication, Hoechst DNA content imaging, 48 h. 340,000 compounds, 1.8% hits. Potency, µM (doses to about 46.1 µM), without a hit: at the highest dose re-replication activation, usual class: activators. AID 624297; further: potency means the concentration at half of the fitted maximal effect; % of control where 0% means no effect; nearly all actives have a fitted effect of over 55% in size
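SW480 cells exposed to compounds for 48 hr at 37 C, 5% CO2, then Hoechst-stained 40 min. Nuclear DNA content imaged by fluorescence scanning (405 nm excitation, 500-530 nm emission); re-replication scored as increased high-intensity nuclei.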
IL-1B inflam inh = blocks inflammasome-driven IL-1 beta release. activity change, % at 57.5 µM. 360,000 compounds, 4.7% hits. THP-1 LPS/ATP IL-1B secretion, AlphaLISA, 16 h; hits give low values; in the data active means activity change below about -50%; inconclusive means mostly about -30% to -49%; further: on the % scale 0 is the no-effect control and ±100 the full control effect
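THP-1 cells pretreated 1 hr with compounds (up to 57.5 uM final), then stimulated with LPS (250 ng/mL final) plus ATP (1.25 mM final); secreted IL-1B measured by AlphaLISA after 16 hr, decreased signal indicating inhibition.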
ATXN2 expr inh = reduces ATXN2 reporter expression in HEK-293 cells; HEK-293 ATXN2-luciferase reporter, luminescence, 24 h; Potency, µM (top dose mostly 57 µM), for the others: at the top dose activity change, negative = inhibition, hits mostly inhibitors; 360,000 compounds, 0.72% hits; AID 1745845; further: potency means the concentration at half of the fitted maximal effect; on the % scale 0 is the no-effect control and ±100 the full control effect; nearly all actives have a fitted effect of over 55% in size
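ATXN2-luciferase reporter cells (luciferase flanked by upstream and downstream ATXN2 gene portions) were treated 24 h at 37 °C with compounds at up to 57 uM. SteadyGlo luminescence gave expression; GF-AFC fluorescence gave viability.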
MCF10A rereplic = DNA re-replication induction in MCF 10a cells | MCF 10A DNA re-replication, Hoechst nuclear intensity, 48 h | Potency, µM (highest dose often 46.1 µM), for the others: top-dose activity, positive = re-replication, most hits filed as activators | 350,000 compounds, 2.9% hits; further: potency means the concentration at half of the fitted maximal effect; % of control where 0% means no effect; nearly all actives have a fitted effect of over 50% in size
KB-3-1 cytotox = kills parental KB-3-1 adenocarcinoma cells | AID 1347075 | Potency, µM (top dose mostly 46.1 µM), for inactives: top-dose activity change, negative = cytotoxic, usual class: cytotoxic | 400,000 compounds, 1.4% hits | KB-3-1 viability, CellTiter-Glo ATP luminescence, 72 h; further: potency means the concentration at half of the fitted maximal effect; on the % scale 0 is the no-effect control and ±100 the full control effect; nearly all actives have a fitted effect of over 60% in size
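Screening of KB-3-1 cells (DMEM, 10% FBS, phenol-red free) ran from lowest to highest compound concentration; after 72 h at 37 °C viability was read luminescently and curves fitted.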
Numbers without * were called inactive; i = inactive; u = inconclusive; x = not tested or not shown; & = joins results of further samples; ! = not active in a repeat; [ ] = remark or other dose. Unless noted, the call rests on the fitted dose curve; in most records, active means well fitted curve in the direction sought with a large enough effect; inconclusive means small, poorly fitted or top-dose-only effect, or another doubt; inactive means no such curve, though single readings can be large; an effect the other way counts as inactive or inconclusive.

SMILES	HT1080-NT tox	KB-V1 MDR tox	S2 tox	HT1080 IDH1KD tx	SW480 rerep	IL-1B inflam inh	ATXN2 expr inh	MCF10A rereplic	KB-3-1 cytotox
CC1(C)NCCN2C(=O)CSC21 (configuration not stated)	22%	5%	i	14%	5%[9.22 µM]	-12	-3%	29%	0%
CCN(CC)c1ccc(N=Cc2c(O)[nH]c(=O)[nH]c2=O)cc1	-21%	6%	i	-23%	u	14	x	-5%	2%
CCCCC[C@@H]1CCCCC[C@@H](O)C[C@H](O)[C@H](O)/C=C/C(=O)O1	1%	-7%	i	8%	x	13	6%	x	6%
O=C(Nc1ccccc1OC(=O)N1CCCCC1)N1CCCCC1	6%	-1%	i	-3%	-10%	9	5%	4%	4%
CN1CCN(c2ncnc3nc[nH]c23)CC1	0%	-4%	i	1%	-108%[inhibitor]	-2	-4%	0.26µM*	-9%
C[C@]12CC[C@@H](O)CC1=CC(=O)C1C2CC[C@]2(C)C(=O)CCC12 (some centres not stated)	8%	u	i	9%	-4%	-14	0%	u	15%
COCCNC(=O)CN1C(=O)C(C)N=C(c2ccccc2)c2cc(Cl)ccc21 (configuration not stated)	-1%	-7%	i	-4%	0%	-1	-21%	-17%	13%
O=C1CC(=O)N(c2cccc(Br)c2)C(=O)N1	13%	19%	i	-1%	-8%	-8	-4%	8%	3%
O=C1NCN(c2ccccc2)C12CCN(C(c1nnnn1-c1ccc3c(c1)OCCO3)C1CC1)CC2 (configuration not stated)	u	u	u	u	x	-12	-25%	x	-5%
CSc1cc(-c2ccccc2)n(Cc2c(Cl)cccc2Cl)c(=O)c1C#N	15%	u	u	8%	0%	0	u	u	3.3µM*
CN1CCN(c2nc(N(C)C)oc(=O)c2C#N)CC1	27%	-1%	u	3%	-11%	6	2%	0%	1%
CCOC(=O)[C@]12Cc3cc(OC)ccc3[C@H]1N(Cc1ccccc1)C(=O)c1cc(F)c(F)cc12	-1%	u	i	-1%	-2%[9.22 µM]	-21	-15%	u	u
COc1ccc(-n2nnnc2C(c2ccccc2)N2CCC3(CC2)C(=O)NCN3c2ccccc2)cc1 (configuration not stated)	u	-4%	u	u	x	-59*	-38%	x	u
CCN(CC)CCCN=Cc1c(O)n(-c2ccccc2F)c(=O)[nH]c1=O	13%	9%	i	15%	-1%[9.22 µM]	-3	5%	-1%	25%
C#CCOc1ccc2c(c1)c(C(C)=O)c(C)n2Cc1ccccc1	-26%	-12%	i	-18%	-4%	-4	-13%	u	-3%

Record cards, as listed above. Order of values: HT1080-NT tox	KB-V1 MDR tox	S2 tox	HT1080 IDH1KD tx	SW480 rerep	IL-1B inflam inh	ATXN2 expr inh	MCF10A rereplic	KB-3-1 cytotox
Record of `O=C1NCN(c2ccccc2)C12CCN(C(c1nnnn1-c1ccc3c(c1)OCCO3)C1CC1)CC2` (configuration not stated) : u	u	u	u	x	-12	-25%	x	-5%
Record of `O=C(Nc1ccccc1OC(=O)N1CCCCC1)N1CCCCC1` : 6%	-1%	i	-3%	-10%	9	5%	4%	4%
Record of `COCCNC(=O)CN1C(=O)C(C)N=C(c2ccccc2)c2cc(Cl)ccc21` (configuration not stated) : -1%	-7%	i	-4%	0%	-1	-21%	-17%	13%

Remaining list, next part:
SMILES	HT1080-NT tox	KB-V1 MDR tox	S2 tox	HT1080 IDH1KD tx	SW480 rerep	IL-1B inflam inh	ATXN2 expr inh	MCF10A rereplic	KB-3-1 cytotox
CCOP(=O)(c1ccccc1)c1nc(-c2ccc(F)cc2)oc1N1CCCCC1 (configuration not stated)	u	0%	i	u	4%	u	-30%	7%	-20%
CCCCCn1c(N)c(C(=O)NCCN2CCOCC2)c2nc3ccccc3nc21	16µM*	u	i	18µM*	2.9µM*	-58*	-32%	u	u
CC(=O)OCC[N+](C)(C)C	u	16%&6%&21%	i	14%&-7%&11%	u	10&-17&-9	1%&-13%&1%&3%	7%&-5%&-7%&5%	0%&-10%&0%
O=C1CN=C(c2ccccc2)c2cc([N+](=O)[O-])ccc2N1	6%	-3%	i	-3%	-38%&-1%[inhibitor]	-78*	-10%&12%	-8%&1%	0%
Cc1ccc(S(=O)(=O)N(C)c2ccc(C(=O)NCC3(N(C)C)CCCCC3)cc2)cc1	4%	-25%	i	-10%	-3%	i	6%	u	-6%
CCOC(=O)Cn1cc(/C=N/NC(=O)CC#N)c2ccccc21	u	4%	i	1%	-87%[inhibitor]	-55*	-9%	0%	3%
CCOC(=O)[C@]12Cc3cc4ccccc4cc3[C@H]1N(Cc1ccccc1)C(=O)c1cc(OC)ccc12	21µM*	16µM*	32µM*	15µM*	x	-109*	20µM*	x	5.8µM*
CC1=CC(=O)C2=C(C)C[C@H](O)[C@@H]3[C@H](OC(=O)[C@H]3C)[C@@H]12	16%	2%	i	1%	7%	-79*	1%	-1%	0%
CS(=O)(=O)N1Cc2cnnn2-c2ccccc2C1C#N (configuration not stated)	8%	31%	i	12%	-2%[9.22 µM]	0	0%	2%	7%
CCOC(=O)C1=C(N)OC2=C(C(=O)CCC2)[C@]12C(=O)N(CC(N)=O)c1ccccc12	0%	0%	i	-4%	-2%	1	-7%	0%	6%
C=C(C)[C@@H]1CC[C@]2(C(=O)O)CC[C@]3(C)[C@H](CC[C@@H]4[C@@]5(C)CC[C@H](O)C(C)(C)[C@@H]5CC[C@]43C)[C@@H]12	19%	-14%	i	2%	-2%	60	2%&-10%	u	0%
CCNC(=O)N1Cc2ccccc2-n2nncc2C1	9%	2%	i	8%	x	7	8%	x	-15%
Fc1ccccc1CNC1CN2CCC1CC2 (configuration not stated)	9%	-3%	i	30%	-7%	-7	-7%	u	-5%
CCCCOP(=O)(c1ccc(N(C)C)cc1)C(Nc1ccccc1)c1ccccc1 (configuration not stated)	-10%	3.7µM*	u	-18%	u	-96*	u	21µM*	u
C=Cc1ccc(Cn2c(C(=O)O)c(C=O)c3ccccc32)cc1	1%	-14%	i	10%	-6%	10	1%	-8%	3%

Part of the list above in a different format.
smiles,HT1080-NT tox,KB-V1 MDR tox,S2 tox,HT1080 IDH1KD tx,SW480 rerep,IL-1B inflam inh,ATXN2 expr inh,MCF10A rereplic,KB-3-1 cytotox
C#CCOc1ccc2c(c1)c(C(C)=O)c(C)n2Cc1ccccc1,-26%,-12%,i,-18%,-4%,-4,-13%,u,-3%
CCOP(=O)(c1ccccc1)c1nc(-c2ccc(F)cc2)oc1N1CCCCC1 (configuration not stated),u,0%,i,u,4%,u,-30%,7%,-20%
CCCCCn1c(N)c(C(=O)NCCN2CCOCC2)c2nc3ccccc3nc21,16µM*,u,i,18µM*,2.9µM*,-58*,-32%,u,u
CC(=O)OCC[N+](C)(C)C,u,16%&6%&21%,i,14%&-7%&11%,u,10&-17&-9,1%&-13%&1%&3%,7%&-5%&-7%&5%,0%&-10%&0%
O=C1CN=C(c2ccccc2)c2cc([N+](=O)[O-])ccc2N1,6%,-3%,i,-3%,-38%&-1%[inhibitor],-78*,-10%&12%,-8%&1%,0%

New compounds follow
SMILES	HT1080-NT tox	KB-V1 MDR tox	S2 tox	HT1080 IDH1KD tx	SW480 rerep	IL-1B inflam inh	ATXN2 expr inh	MCF10A rereplic	KB-3-1 cytotox
COC(=O)C(O)(c1ccc(NC(=S)NC(=O)c2ccc(Cl)cc2Cl)c(C)c1)C(F)(F)F (configuration not stated)	u	u	i	u	17%	-21	u	u	u
C=CCn1c(O)c(C(C)=Nc2ccc(NC(C)=O)cc2)c(=O)[nH]c1=O	-8%	-5%	i	-4%	4%	34	3%	1%	-5%
Nc1nc(F)nc2c1ncn2[C@@H]1O[C@H](CO)[C@@H](O)[C@H]1O	0.65µM*	1.5µM*	3.2µM*	0.23µM*	u	-74*	2.5µM*	4.1µM*!	1.2µM*
O=C(Nc1ccc(Cl)cc1)OC1CN2CCC1CC2 (configuration not stated)	-22%	-3%	i	-21%	-3%	-52*	35%[activator]	-11%	-3%
CC1CC2(O)c3no[n+]([O-])c3CCC2N1O (configuration not stated)	13%	13%	i	12%	-7%	1	-3%	-2%	25%
COC(=O)C1=C(c2ccc(OC)c(OC)c2)C[C@@H]2CC[C@H]1N2C(=O)NCCNC(C)=O	1%	18%	i	4%	1%[9.22 µM]	17	-3%	0%	4%
CCc1ccccc1N1C(=O)CC(=O)NC1=O	4%	12%	i	8%	2%	-10	-7%	-1%	-9%
CC(=O)[C@H]1CC[C@H]2[C@@H]3CCC4=CC(=O)CC[C@]4(C)[C@H]3CC[C@]12C	u	5.8µM*!	u	u	-1%&-5%	u	u	-2%&14%	13µM*!
CC(=NCCN1CCCCC1)c1c(O)n(-c2ccc(Cl)cc2)c(=O)[nH]c1=O	5%	-2%	i	4%	-12%	3	4%	30%	7%
NC(=O)Cn1cc(C(=O)c2ccccc2)c2ccccc21	14%	0%	i	27%	1%	2	-1%	0%	12%
CCCC1(CCO)C(=O)NC(=S)NC1=O	0%	-6%	i	-1%	0%	7	1%	5%	u

Bioassay records (PubChem BioAssay)

The list is partial; count on the stated rates, not on these rows.
